Siah-1 displacement: Siah-1 peptide-binding antagonists, primary screen, biochemical, fluorescence polarization, rhodamine-plectin, uHTS (AID 1817) | E3 ubiquitin-protein ligase SIAH1 (Homo sapiens) | Siah-1 / rhodamine-plectin peptide fluorescence polarization; higher % means a stronger effect | displacement, % at 20 µM; hits with a dose series show IC50 in µM | actives 0.02% (n = 290,000);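 active = displacement of at least 50% at 20 µM, with a fluorescence ratio check between 0.3 and a set limit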;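 note: plate controls were Siah plus tracer with DMSO for no effect and tracer alone without Siah for full effect; strong numbers were not always called active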
Myeloid diff MLP: induction of myeloid progenitor differentiation, primary screen, cell-based, flow cytometry, MLPCN library. actives 1% (n = 360,000). ER-HoxA9 myeloid progenitors, lysozyme-GFP differentiation. AID 624256, 2012. calls only at 10 µM;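 active = normalized GFP-positive differentiation at or above the plate's own cutoff, the solvent-only control mean plus 3 SD; inconclusive = no clear call, values can overlap the other calls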;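 note: cells exposed to compound for four days before flow analysis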
NOD2 inhibition: NOD2 signaling inhibitors, cell-based, luminescence, uHTS, HEK293 (AID 1566) | HEK293 NOD2/NF-kB luciferase reporter, luminescence; higher % means a stronger effect | inhibition, % at 4 µM; hits with a dose series show EC50 in µM | actives 0.63% (n = 290,000); note: many of its hits are not listed in these tables
KOR beta-arrestin-1: KOR agonists, beta-arrestin recruitment, primary screen, cell-based, luminescence, uHTS (AID 1777) | KOR beta-arrestin recruitment, luminescence; higher % means a stronger effect | one-dose activation, % at 10 µM; EC50 in µM for titrated hits | actives 0.02% (n = 280,000); in the data active = activation above about 50%, passing the limit was not always enough; note: a part of the inactive calls stands beside numbers as strong as those of hits
NOD1 inhibition: NOD1 signaling inhibitors, primary screen, cell-based, luminescence, uHTS (AID 1578); NOD1-driven NF-kB luciferase reporter cells, luminescence; higher % means a stronger effect; actives 1% (n = 290,000); inhibition, % at 4 µM, or EC50 in µM where a hit was titrated; in the data active = inhibition mostly above about 36%, no sharp cut-off; inactive = mostly below about 34%;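 note: HEK-293T reporter cells stimulated with the NOD1 agonist gamma-tri-DAP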
LYP inhibition: inhibitors of LYP phosphatase, biochemical, fluorescence intensity, uHTS (AID 1779); actives 0.054% (n = 290,000); recombinant LYP phosphatase, fluorescence intensity; higher % means a stronger effect; Tyrosine-protein phosphatase non-receptor type 22 (Homo sapiens); inhibition, % at 11.5 µM; hits with a dose series show IC50 in µM;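 note: plate controls were vehicle with enzyme for no effect and no enzyme for full effect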
PhoP inhibition: inhibitors of PhoP regulon expression, primary screen, Salmonella Typhimurium, GFP reporter (AID 1863); actives 0.16% (n = 300,000); one-dose inhibition, % at 50 µM; IC50 in µM for titrated hits; S. Typhimurium PhoP-regulated promoter GFP reporter, 4 h; higher % means a stronger effect;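 active = inhibition over 29.93%, a cutoff 3 SD above the screen mean, later confirmed by dose response; inconclusive = inhibition over 29.93% but no dose response follow-up; inactive = inhibition at most 29.93% or unconfirmed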;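 note: 0% = low Mg2+ inducing control and 100% = high Mg2+ repressing control; strong numbers were not always called active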
HIV fusion peptide: inhibitors of HIV fusion peptide binding, primary screen, biochemical, uHTS, fluorescence dequenching (AID 1986) | cell-free peptide binding, fluorescence dequenching, 30 min; higher % means a stronger effect | one-dose inhibition, % at 20 µM; IC50 in µM for titrated hits | actives 0.3% (n = 290,000); in the data active = inhibition mostly above about 52%, no sharp cut-off; inactive = mostly below about 76%; note: some results filed as inactive read as strong as hits
KOR beta-arrestin-2: KOR antagonists, beta-arrestin recruitment, cell-based, luminescence, uHTS (AID 1778) | KOR beta-arrestin recruitment, luminescence, antagonist mode; higher % means a stronger effect | one-dose inhibition, % at 10 µM; IC50 in µM for titrated hits | actives 0.091% (n = 290,000); note: strong numbers were not always called active
Myeloid diff MLP GFP+ MAC1+ %: second read-out of Myeloid diff MLP, no call of its own (marks repeat the call); GFP+ MAC1+ double positive, %; measured here: differentiation confirmed by MAC1 staining
The depositor's hits bear a star; i = inactive; ? = inconclusive; . = no result given; + = active, no number; [ ] = another dose, or the depositor's remark. Cut-off read from the data, not from the text of the source, unless noted: active = inhibition above about 50%; inactive = the rest.

[1] CC1CCCCN1C(=O)c1cccc(NC(=O)c2ccccc2)c1 (stereo not drawn)
[2] Cc1ccc2c(c1)nnn2C1CCN(S(=O)(=O)c2ccc(C(=O)O)cc2)CC1
[3] CCN(CCO)Cc1cc(=O)oc2c(C)c(C)ccc12
[4] COc1ccc(OCC(=O)NCCCN2CCOCC2)cc1
[5] CN(C)CCCNc1oc(/C=C/c2cccs2)nc1S(=O)(=O)c1ccccc1
[6] O=C1NC2(CCc3ccccc32)C(=O)N1CCOc1ccc(Cl)cc1 (stereo not drawn)
[7] O=C(Nc1ccc2c(c1)oc1ccccc12)C1CC1
[8] COc1cc2cc(C)c3nnc(SCC(=O)Nc4cc(C)on4)n3c2cc1OC
[9] CC1(C)SC(=S)N(NC(=O)Nc2ccccc2)C1N(O)C(=O)Nc1ccccc1 (stereo not drawn)
[10] CN(/N=C/c1ccc(Br)o1)C1=NS(=O)(=O)c2ccccc21

assay / compound | 1 | 2 | 3 | 4 | 5 | 6 | 7 | 8 | 9 | 10
Siah-1 displacement | -6% | 0% | -2% | -3% | -1% | 4% | -3% | 1% | -3% | 0%
Myeloid diff MLP | i | i | i | i | i | i | i | i | i | i
Myeloid diff MLP GFP+ MAC1+ % | 0.1 | 0.4 | 3.5 | 2.0 | 4.9 | 1.0 | 1.1 | 0.0 | 0.8 | 0.2
NOD2 inhibition | 14% | 8% | 9% | -2% | -1% | 4% | -33% | 6% | 4% | -1%
KOR beta-arrestin-1 | -1.2% | 2.1% | 0.9% | 0.3% | 14% | -0.4% | -1.9% | 1.6% | -1.6% | -3.4%
NOD1 inhibition | -20% | -23% | 8% | -10% | -18% | -17% | -44% | 0% | 19% | -37%
LYP inhibition | -6% | -5% | -5% | -7% | 3% | 0% | -5% | -6% | -8% | -5%
PhoP inhibition | 1% | -4% | 10% | -3% | -9% | 2% | -3% | -8% | 10% | -13%
HIV fusion peptide | -1.6% | -0.1% | -3.8% | 2.3% | 0.0% | -0.8% | 0.3% | 1.2% | 1.0% | -0.4%
KOR beta-arrestin-2 | -14%[20 µM] | -2%[20 µM] | 10% | 4% | -15% | -45% | -13% | -28% | 19% | -9%

[11] COc1ccc(CCNC(=O)CCOc2cc(C)ccc2C)cc1OC
[12] CCN(CC)S(=O)(=O)c1ccc(NC(=O)C(OC)c2ccccc2)cc1 (stereo not drawn)
[13] CC1CCc2nc(NC(=O)C3CC3)sc2C1 (stereo not drawn)
[14] O=C(NC1CCCCC1)C(c1ccncc1)N(CC1CCCO1)C(=O)C(F)(F)F (stereo not drawn)
[15] O=C(C1CCC(CNc2c(N3CCOCC3)c(=O)c2=O)CC1)N1CCN(c2ccccc2)CC1 (stereo not drawn)
[16] CC1C(=NO)C(C)C(c2ccccc2)NC1c1ccccc1 (stereo not drawn)
[17] Cc1ccc(C(=O)O)cc1NC(=O)CSc1ncnc2sc3c(c12)CCC3
[18] Cc1cnc(C(=O)OCc2ccc(Br)cc2F)cn1
[19] CCn1nc(NS(=O)(=O)c2ccccc2)c2cc3cc(C)ccc3nc21
[20] COc1ccc(/C=C(/NC(=O)c2ccccc2)c2nc3ccccc3[nH]2)cc1OC

assay / compound | 11 | 12 | 13 | 14 | 15 | 16 | 17 | 18 | 19 | 20
Siah-1 displacement | 2% | 12% | 1% | 1% | 2% | 2% | 2% | 11% | -2% | 0%
Myeloid diff MLP | i | i | i | i | i | i | i | i | i | i
Myeloid diff MLP GFP+ MAC1+ % | 1.0 | 1.3 | 0.9 | 0.8 | 0.6 | 0.9 | 0.8 | 0.8 | 1.5 | 0.2
NOD2 inhibition | 12% | -14% | -59% | -10% | 5% | 4% | -10% | 7% | 5% | -26%
KOR beta-arrestin-1 | -3.3% | -3.4% | 1.8% | 8.0% | -6.2% | 1.8% | -2.1% | -0.4% | 0.6% | 2.8%
NOD1 inhibition | -28% | -26% | -44% | 12% | -18% | 1% | -10% | 32% | -26% | .
LYP inhibition | -7% | -1% | -2% | -5% | -1% | -3% | -6% | -5% | -3% | -3%
PhoP inhibition | -1% | -12% | 13% | 35% | 3% | 2% | -9% | 2% | -8% | -3%
HIV fusion peptide | -0.3% | -0.5% | 12% | 0.5% | 0.0% | -1.2% | 3.6% | 7.3% | 2.3% | -4.4%
KOR beta-arrestin-2 | 19% | 23% | 16% | -36% | 0% | -3% | 9% | -3% | -7% | -45%

[21] O=C(CN1C(=O)c2cccnc2Oc2ccc(Cl)cc21)Nc1ccccc1F
[22] S=c1[nH]c2ccccc2n2c(=S)[nH]nc12
[23] COc1ccc2c(c1)-c1nc(N)sc1CC2
[24] CC1CC(=O)Nc2ccccc2N1C(=O)Nc1ccccc1 (stereo not drawn)
[25] CC(C)c1ccc(COc2ccc(C(=O)N3CCOCC3)cc2)cc1
[26] Cc1ccccc1CNC(=O)C(=O)NCC1OCCCN1S(=O)(=O)c1ccc(F)cc1C (stereo not drawn)
[27] O=C(O)CCN1C(=O)/C(=C\c2cccc(OCc3ccccc3)c2)SC1=S
[28] CCOC(=O)c1c(NC(N)=O)sc(C)c1C
[29] O=C(N/N=C/c1ccccc1)c1[nH]ncc1Br
[30] O=C(Cc1ccccc1F)NC1CCSc2ccccc21 (stereo not drawn)

assay / compound | 21 | 22 | 23 | 24 | 25 | 26 | 27 | 28 | 29 | 30
Siah-1 displacement | 2% | -1% | 6% | 11% | 13% | 11% | -4% | 0% | 4% | 4%
Myeloid diff MLP | + | i | i | i | i | i | ? | i | i | .
Myeloid diff MLP GFP+ MAC1+ % | 11* | 0.4 | 0.7 | 0.7 | 0.4 | 0.7 | . | 2.3 | 0.5 | .
NOD2 inhibition | 24% | 19% | -10% | 23% | 12% | 8% | -30% | -13% | -15% | -3%
KOR beta-arrestin-1 | -6.4% | -7.9% | -3.5% | 2.2% | -1.5% | -0.7% | 3.4% | 4.3% | -0.7% | 1.0%
NOD1 inhibition | -1% | 9% | -24% | 2% | -32% | -19% | 25% | -20% | -28% | -25%
LYP inhibition | -5% | -9% | -5% | -2% | -2% | -10% | 6% | 5% | -8% | -13%
PhoP inhibition | . | 5% | 6% | 4% | 2% | 2% | -8% | 2% | -1% | -6%
HIV fusion peptide | 2.6% | 2.1% | 1.2% | -0.6% | -0.2% | 2.1% | 52% | 1.2% | -1.5% | -1.1%
KOR beta-arrestin-2 | 25%[20 µM] | -3% | 9%[20 µM] | 18% | -31%[20 µM] | -10% | 10% | -15% | -1% | 9%

[31] Cc1ccc(Nc2nc(C(=O)N3CCC(C(=O)NCCN4CCOCC4)CC3)cs2)cc1
[32] O=C1c2ccccc2-c2n[nH]c(=O)c3ccc(N4CCCCC4)c1c23
[33] COc1ccc(C)cc1S(=O)(=O)N(C)CC(=O)N1CCC(C)CC1
[34] C=CCn1c(SCC(=O)Nc2ccccc2C)nnc1-c1ccncc1
[35] Cc1cc(Nc2ccccc2)nc(N)n1
[36] CC1CCN(C(=O)Cn2cc(SCC(=O)NCC3CCCO3)c3ccccc32)CC1 (stereo not drawn)
[37] COC(=O)c1ccc(COc2cc([N+](=O)[O-])cc3cccnc23)cc1
[38] COc1ccc(/C=N/NC(=O)C(=O)N2CCCCCC2)cc1
[39] Cc1ccc(C)c(Nc2ncnc(N)c2[N+](=O)[O-])c1
[40] CCOc1ccc(CCNC(=O)Cn2nc(C)n3cccc3c2=O)cc1OCC

assay / compound | 31 | 32 | 33 | 34 | 35 | 36 | 37 | 38 | 39 | 40
Siah-1 displacement | -5% | 5% | -1% | 2% | 4% | 3% | 3% | 11% | -2% | -6%
Myeloid diff MLP | i | i | i | i | i | i | . | i | i | i
Myeloid diff MLP GFP+ MAC1+ % | 1.4 | 0.0 | 5.7 | 1.0 | 4.8 | 0.6 | . | 0.3 | 0.8 | 3.3
NOD2 inhibition | -7% | 3% | 8% | 4% | 4% | 4% | 7% | 4% | 11% | -5%
KOR beta-arrestin-1 | 0.0% | 2.9% | 1.7% | -1.0% | -1.8% | -1.3% | 2.2% | 2.3% | -0.2% | -0.7%
NOD1 inhibition | 3% | -1% | -11% | -22% | -4% | -15% | -13% | -30% | 25% | 9%
LYP inhibition | 4% | 5% | -5% | -4% | -4% | -2% | -10% | -4% | -5% | -2%
PhoP inhibition | -8% | 4% | 5% | -3% | 6% | 4% | -10% | 1% | -9% | 3%
HIV fusion peptide | -0.3% | -4.8% | -1.4% | -1.9% | 1.0% | -0.3% | -4.8% | -1.0% | -3.9% | -0.5%
KOR beta-arrestin-2 | -19% | -11% | -26% | 17% | 7% | -28% | 14% | -24% | -4% | 11%

[41] C#CCSc1nc(N)c2c(n1)OC(N)=C(C#N)C2c1cccnc1 (stereo not drawn)
[42] CCOC(=O)CNC(=O)CSc1nc(Cc2ccccc2)nc2ccccc12
[43] NNC(=S)NC1CCCCC1
[44] CCN(CC)S(=O)(=O)c1ccc(N2CCCC2)c(NC(=O)Cc2ccccc2)c1
[45] COc1cc(OC)c(OC)cc1CN1CCCC(C(=O)c2sccc2C)C1 (stereo not drawn)
[46] CCOC(=O)c1c(CSc2ccsc2)n(C)c2cc(Br)c(O)c(CN(C)C)c12

assay / compound | 41 | 42 | 43 | 44 | 45 | 46
Siah-1 displacement | 9% | 2% | 7% | -2% | -7% | -3%
Myeloid diff MLP | i | i | i | i | i | i
Myeloid diff MLP GFP+ MAC1+ % | 0.4 | 0.7 | 0.4 | 0.6 | 0.4 | 0.6
NOD2 inhibition | -7% | 9% | -6% | 13% | -16% | 13%
KOR beta-arrestin-1 | 1.7% | 4.2% | 0.0% | -2.9% | 1.5% | -0.1%
NOD1 inhibition | -36% | -5% | -32% | 2% | 3% | 5%
LYP inhibition | -2% | 0% | -6% | -2% | -8% | -6%
PhoP inhibition | -2% | 0% | -8% | . | 1% | -5%
HIV fusion peptide | -0.5% | 2.7% | 0.5% | -2.6% | -0.5% | -2.8%
KOR beta-arrestin-2 | -27% | 24% | -5% | 15% | 36% | 12%

Screening data as filed in PubChem BioAssay.

Only part of the results is shown (hit frequency here may not be typical).
